# Myeloid diff MLP – compounds promoting myeloid differentiation; calls only at 10 µM; AID 624256; hit rate 1% among 360,000; ER-HoxA9 myeloid progenitors, lysozyme-GFP differentiation, flow cytometry;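 active = normalized GFP-positive differentiation at or above the plate's own cutoff, the solvent-only control mean plus 3 SD; inconclusive = no clear call, values can overlap the other calls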;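 also: cells exposed to compound for four days before flow analysis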
# Dengue-2 NS5 capping – Dengue-2 NS5 methyltransferase inhibitors, primary screen, biochemical, confirmation dose response (AID 588689) | Dengue-2 NS5 methyltransferase capping enzyme assay, biochemical; higher % means a stronger effect | one-dose inhibition, % at 25 µM; IC50 in µM for titrated hits | hit rate 0.3% among 340,000; in the data active = a potency from the dose series; inconclusive = inhibition above about 29% without an active follow-up result
# Dengue-2 NS5 capping pilot replicate – recorded beside Dengue-2 NS5 capping, whose call it bears; inhibition, %; measured here: pilot screen replicate inhibition
# Myeloid diff MLP GFP+ MAC1+ % – also measured in Myeloid diff MLP; calls as there; GFP+ MAC1+ double positive, %; measured here: differentiation confirmed by MAC1 staining
# Starred values were filed as active, the others as inactive; i = inactive; ? = inconclusive; · = not tested or not shown. These rows are one share of the data; the hit share may differ from the screen's.
SMILES,Myeloid diff MLP,Myeloid diff MLP GFP+ MAC1+ %,Dengue-2 NS5 capping,others
CNS(=O)(=O)c1ccc(CNC[C@H]2O[C@@H](n3cc(C)c(=O)[nH]c3=O)C[C@@H]2O)cc1,i,1.0,2.8%,
O=C(NCCCN1CCOCC1)c1cccc(S(=O)(=O)N2CCOCC2)c1,i,0.3,0.8%,
CC(=O)NCc1ccc(C(=O)CSc2nnc(C3CC3)n2C2CC2)cc1,i,1.2,-7.1%,
COCCN(C(=O)c1ccc(C)o1)c1c(N)n(CC(C)C)c(=O)[nH]c1=O,i,0.7,-5.2%,
CC1CCCN(S(=O)(=O)c2cccc(C(=O)NCC3CCCO3)c2)C1 (stereo unspecified),i,1.0,-8.5%,
COc1ccc(Cc2noc(=O)[nH]2)cc1,i,0.8,5.7%,
O=C(CNC(=O)c1ccco1)Nc1ccc(N2CCCCCC2)cc1,i,0.5,4.5%,
O=C(c1ccc2ncsc2c1)N1CCCC(C(F)(F)F)C1 (stereo unspecified),i,0.2,-6.5%,
CN(Cc1ccc(Cl)s1)C(=O)CN1C(=O)N(C)C2(CCCCC2)C1=O,i,0.5,-1.4%,
COc1ccc(O)c(C(=O)c2cnn(S(=O)(=O)c3ccc(C)cc3)c2)c1,i,1.8,-7.4%,
O=C(Nc1ccccc1)c1nc[nH]c1C(=O)NCCCNC(=O)c1[nH]cnc1C(=O)Nc1ccccc1,i,1.6,-6.6%,
CCN1CCN(c2ccc(S(=O)(=O)N3CCOCC3)cc2NC(=O)/C=C/c2ccc([N+](=O)[O-])cc2)CC1,i,0.2,8.0%,
COc1ccccc1N(C)S(=O)(=O)c1ccc(C(=O)Nc2ccc(C(N)=O)cc2)cc1,i,0.8,-5.2%,
COc1ccc([C@H]2C[C@H](O)[C@@H](n3cc(C4CC4)nn3)CN2Cc2cccs2)cc1,i,2.1,2.8%,
O=C(NOCc1cscn1)Nc1ccccc1,i,0.4,6.9%,
Cc1cc(C)cc(-n2ncc3c2CCCC3NC(=O)c2ccccc2)c1 (stereo unspecified),i,1.0,-3.9%,
CCN1C(=O)[C@@H]2[C@@H](c3ccc(-c4ccc5c(c4)OCO5)c(OC)c3)N3CCCC[C@@]3(C(=O)OC)[C@@H]2C1=O,i,0.9,-12.8%,
Cc1ccc(SCC(=O)NC2CCS(=O)(=O)C2)cc1C (stereo unspecified),i,0.1,-2.6%,
COCC(C)NC(=O)C1CC(=O)N(CCc2ccc(F)cc2)C1 (stereo unspecified),i,0.9,6.0%,
CCCc1cc(=O)[nH]c(SCC(=O)Nc2ccc(C)c(S(=O)(=O)N3CCCCC3)c2)n1,i,1.1,-5.4%,
COc1ccc([C@H]2N[C@]3(CCCN(Cc4ccc(F)cc4)C3=O)[C@H]3C(=O)N(Cc4ccccc4)C(=O)[C@@H]23)cc1,i,0.9,-4.0%,
CC[C@]12c3[nH]c4ccc(OC)cc4c3CCN1C(=O)C(CC(=O)NCc1ccc(OC)c(OC)c1)C[C@@H]2C(=O)N1CCN(C(=O)C2CC2)CC1 (stereo partly specified),i,0.5,-3.3%,
c1ccc(C[C@H]2CN=C(Nc3ccccc3)N2CCC2CCCC2)cc1,i,1.4,-2.5%,
Cc1ccc(/C(O)=C2\C(=O)C(=O)N(C)C2c2ccccc2)cc1 (stereo unspecified),i,0.3,0.6%,
COC(=O)c1cccc(NC(=O)CCCN2C(=O)NC3(CCCC3)C2=O)c1,i,0.8,-10.1%,
CC1CC(=NNC(=O)C2COc3ccccc3O2)CC(C)(C)C1 (stereo unspecified),i,0.5,-0.7%,
O=C(CCC1CCCCC1)NCCS(=O)(=O)N1CCN(c2ccccc2F)CC1,i,1.2,-8.0%,
C[C@H](NC(=O)c1ccccc1)C(=O)OCC(=O)Nc1ccc2c(c1)OCO2,i,0.8,-1.4%,
Cc1ccc(C)c(C(=O)COC(=O)c2nn(C)c(=O)c3ccccc23)c1,i,0.5,-1.5%,
CCN(CC(=O)Nc1ccc(NC(C)=O)cc1)CC(=O)Nc1cccc2ccccc12,i,0.3,-0.6%,
Cc1ccc2[nH]c(=O)c(CN(CCO)C(=O)N(C)C)cc2c1,i,0.7,-4.1%,
Cc1ccsc1CN(C)CC(=O)Nc1cccc(S(=O)(=O)N(C)c2ccccc2)c1,i,0.6,-2.9%,
COc1ccc(C2=NOC(Cn3nc(-c4ccccc4)cc3C(=O)NCc3ccccc3OC)C2)cc1 (stereo unspecified),i,0.8,-9.1%,
C[C@@H]1CN([C@H](C)CO)C(=O)c2cc(NC(=O)Nc3cccc4ccccc34)ccc2O[C@H]1CN(C)Cc1ccc(C(F)(F)F)cc1,i,0.0,-1.3%,
CCOC(=O)C[C@H]1c2ccc(C(F)(F)F)cc2S(=O)(=O)N1C1CCCC1,i,0.8,4.0%,
C[C@H]1CN([C@@H](C)CO)C(=O)CCCn2nncc2CO[C@H]1CN(C)S(=O)(=O)c1ccc(C#N)cc1,i,1.0,-6.4%,

# Among those listed so far, eight contain an aryl methoxy group.
SMILES,Myeloid diff MLP,Myeloid diff MLP GFP+ MAC1+ %,Dengue-2 NS5 capping,others
COc1ccc(Cc2noc(=O)[nH]2)cc1,i,0.8,5.7%,
COc1ccc(O)c(C(=O)c2cnn(S(=O)(=O)c3ccc(C)cc3)c2)c1,i,1.8,-7.4%,
COc1ccccc1N(C)S(=O)(=O)c1ccc(C(=O)Nc2ccc(C(N)=O)cc2)cc1,i,0.8,-5.2%,
COc1ccc([C@H]2C[C@H](O)[C@@H](n3cc(C4CC4)nn3)CN2Cc2cccs2)cc1,i,2.1,2.8%,
CCN1C(=O)[C@@H]2[C@@H](c3ccc(-c4ccc5c(c4)OCO5)c(OC)c3)N3CCCC[C@@]3(C(=O)OC)[C@@H]2C1=O,i,0.9,-12.8%,
COc1ccc([C@H]2N[C@]3(CCCN(Cc4ccc(F)cc4)C3=O)[C@H]3C(=O)N(Cc4ccccc4)C(=O)[C@@H]23)cc1,i,0.9,-4.0%,
CC[C@]12c3[nH]c4ccc(OC)cc4c3CCN1C(=O)C(CC(=O)NCc1ccc(OC)c(OC)c1)C[C@@H]2C(=O)N1CCN(C(=O)C2CC2)CC1 (stereo partly specified),i,0.5,-3.3%,
COc1ccc(C2=NOC(Cn3nc(-c4ccccc4)cc3C(=O)NCc3ccccc3OC)C2)cc1 (stereo unspecified),i,0.8,-9.1%,

# Next section:
SMILES,Myeloid diff MLP,Myeloid diff MLP GFP+ MAC1+ %,Dengue-2 NS5 capping,others
COC(=O)NC1CC2C=CC1C1C=CC21 (stereo unspecified),i,0.7,2.9%,
CCCc1cc(=O)[nH]c(SCC(=O)Nc2oc(C)c3c(C)n[nH]c(=O)c23)n1,i,0.1,8.7%,
Nn1c(SCC(=O)NC2CCCc3ccccc32)nnc1C1CC1 (stereo unspecified),i,0.5,-5.3%,
O=C(Nc1cc2c3c(c1)CC(=O)N3CCC2)c1ccccc1C(F)(F)F,i,1.0,-7.2%,
COc1cc(OC)c(OC)cc1CNCC1COc2ccccc2O1 (stereo unspecified),i,0.8,-7.3%,
Cc1cc(=O)oc2cc(NC(=O)C(C)Oc3ccc(F)cc3)ccc12 (stereo unspecified),i,1.2,-2.9%,
CCN1CCN(c2ccc(S(=O)(=O)N3CCCCC3)cc2N)CC1,i,0.4,-3.7%,
COCCN(CCOC)C(=O)CSc1ccc(S(=O)(=O)N2CCN(C)CC2)cn1,i,0.2,0.0%,
COC(=O)CNC(=O)CSc1nc2sc(-c3ccccc3)cc2c(=O)n1-c1ccccc1,i,0.3,-7.1%,
COC(=O)C1=C(C)N(Cc2ccccc2)C(=NCCCCO)N[C@H]1c1cccc(C(F)(F)F)c1,i,1.2,-7.0%,
COc1cc2oc(=O)cc(-c3ccc(-c4ccc(CO)cc4)cc3)c2c(OC)c1OC,i,0.4,-3.6%,Dengue-2 NS5 capping pilot replicate=-4.2
CCCCN1CC(=O)N2[C@H]3c4ccccc4OC[C@@H]3[C@H](c3ccccc3)[C@]2(C)C1=O,i,1.8,-0.3%,
Cc1ccc(CN2C(=O)C(=O)c3cc(C)ccc32)cc1,?,·,0.4%,
COCCCN(C(=O)C1=COCCO1)c1c(N)n(Cc2ccccc2)c(=O)[nH]c1=O,i,0.5,4.6%,
CCCc1sc(C(=O)Nc2nnc(C3CC3)s2)cc1CC,i,1.0,2.2%,
CN(c1ccccc1)S(=O)(=O)c1cccc(C(=O)N2CCCCCC2)c1,i,0.4,5.1%,
Cc1c(C)n2c(SCC(=O)N3CCCC3)nnc2[nH]c1=O,i,0.4,-4.4%,
CC1(NC(=O)Cc2c(Cl)cccc2Cl)CCS(=O)(=O)C1 (stereo unspecified),i,0.4,-11.0%,
COc1cc2oc3cc(C#Cc4ccc(N)cc4)ccc3c(=O)c2cc1OC,i,3.0,-8.8%,
COc1ccc(C(=O)O)cc1S(=O)(=O)N1CCN(Cc2ccc3c(c2)OCO3)CC1,i,6.3,-4.8%,
N#CC1(NC(=O)CSc2nnc(COc3ccccc3F)n2N)CCCCC1,i,0.4,-0.7%,
O=C(/C=C/c1ccccc1)OCC(=O)N1CCN(c2ccccc2)CC1,i,0.3,0.0%,
COC(=O)CCCNC(=O)CCc1nnc(-c2ccc(-c3ccccc3)cc2)o1,i,0.4,-14.3%,
CC1(c2nnc(Cc3ccccc3)o2)CC(c2ccc(F)cc2)=NO1 (stereo unspecified),i,0.4,-5.5%,
CC(C=NNc1ccc([N+](=O)[O-])cn1)=Cc1ccccc1,i,0.4,1.5%,
Cc1ccc(C)c(NC(=O)CN(C)C(=O)c2cccc(S(=O)(=O)N3CCCC3)c2)c1,i,0.6,-13.1%,
Cc1ccc(NC(=O)c2nc[nH]c2C(=O)N[C@H](C)c2ccccc2)cc1,i,0.4,1.4%,
CC1(C)CC(=O)C=C(c2ccc(F)nc2)C1,i,0.8,5.2%,
CNC(=O)C(C)Sc1ccc(S(=O)(=O)N2CCOCC2)cn1 (stereo unspecified),i,0.5,-4.5%,
O=C(CNC(=O)c1cccc([N+](=O)[O-])c1)OCCCC(=O)c1ccc(F)cc1,i,0.7,-3.7%,
O=C(COc1ccc2ccc(=O)oc2c1)Nc1cc([N+](=O)[O-])ccc1F,i,0.4,-3.7%,
CCC(C)c1c(N)n(S(=O)(=O)c2ccc(C)cc2)oc1=O (stereo unspecified),i,1.2,0.0%,
CC(=O)OC1CCC2(C)C3CCC4(C)C(C(C)=O)CCC4C3CC3OC32C1 (stereo unspecified),i,1.3,-0.4%,
Cn1c(SCC(=O)NCC2CCCO2)nnc1-c1ccco1 (stereo unspecified),i,0.5,-14.0%,
O=C(COC(=O)CN1C(=O)NC2(CCCC2)C1=O)NCc1ccc(Cl)cc1Cl,i,0.9,-6.2%,
COc1ccc(C)cc1NC(C)C(=O)NC(=O)NC1CCCCC1 (stereo unspecified),i,1.1,5.1%,
CCN1C[C@@H]2[C@@H]3C(=O)N(Cc4ccccc4)C(=O)[C@@H]3[C@](C)(C(=O)OC)N2C1=NC,i,0.6,0.3%,Dengue-2 NS5 capping pilot replicate=-2.7
COc1cc2c(cc1OC)C(C(=O)NC1CC1)C1c3ccccc3CCN1C2=O (stereo unspecified),i,3.3,4.2%,
COc1ccc(C2(SCC(N)C(=O)O)c3ccccc3-c3ccccc32)cc1 (stereo unspecified),i,0.8,-1.5%,
CC(C)c1ccc(S(=O)(=O)N2CCN(C(=O)CN3C(=O)NC4(CCCCC4)C3=O)CC2)cc1,i,0.9,-0.7%,
CC(=NNS(=O)(=O)c1ccc(C)cc1)c1ccccc1,i,2.3,-6.3%,
Cc1cccc(C)c1NC(=O)CN(C)C(=O)CN1C(=O)NC(C)(C)C1=O,i,1.7,2.6%,
O=C1CN(C(=O)COC(=O)CCc2ccccc2)c2ccccc2N1,i,0.8,-6.6%,
Cc1ccn2cc(C(=O)N3CCN(c4cnn(-c5ccccc5)c(=O)c4Cl)CC3)nc2c1,i,0.7,-8.3%,
Cc1cc(S(=O)(=O)c2ccc([N+](=O)[O-])cn2)ccc1Br,?,·,-20.8%,
C=CS(=O)(=O)N(Cc1ccc(Cl)c(Cl)c1)C[C@@H](O)CO,i,2.6,-5.0%,Dengue-2 NS5 capping pilot replicate=-0.9
CC(=O)c1ccc(-c2[nH]c3ccccc3c2CCN2C(=O)c3ccccc3C2=O)cc1,i,1.1,2.0%,Dengue-2 NS5 capping pilot replicate=2.4
Cc1ccc(/C=C/C(=O)OCC(=O)NCCc2ccc(S(N)(=O)=O)cc2)o1,i,0.4,-14.4%,
O=C(NCC(c1cccs1)N1CCOCC1)c1cccc(S(=O)(=O)Nc2ccc(F)cc2)c1 (stereo unspecified),i,0.7,-5.8%,
Cc1nc2ccccc2c(C)c1CC(=O)OC(C)C(=O)NC1(C#N)CCCCC1 (stereo unspecified),i,0.3,-1.4%,
COc1ccc(CN2C(=O)C(CC(C)C)Nc3ncnc(N4CCCCC4)c32)cc1 (stereo unspecified),i,1.6,0.0%,
CCN(c1ccc(C(=O)CSc2nnc(C3CC3)n2C2CC2)cc1)S(C)(=O)=O,i,0.4,-5.6%,
CC(SC(C)C(=O)NN=Cc1cccc(Cl)c1)C(=O)NN=Cc1cccc(Cl)c1 (stereo unspecified),i,2.3,-3.9%,
Cc1ccc(C2(c3ccccc3)NC(=O)N(CC(=O)N(C)C3CCS(=O)(=O)C3)C2=O)cc1C (stereo unspecified),i,0.5,-2.9%,
CN(C)C(=O)CCc1ccc2c3c([nH]c2c1)[C@]1(C)[C@@H](C(=O)N2CCOCC2)C[C@H](CC(=O)NCCN2CCOCC2)C(=O)N1CC3,i,0.4,0.3%,Dengue-2 NS5 capping pilot replicate=3.3
O=C(CCNS(=O)(=O)c1cccc(C(F)(F)F)c1)NC1CC1,i,0.4,-1.5%,
Clc1ccc(-c2nc3c4ccccc4ccn3c2Cc2ccccc2)cc1,i,2.7,1.1%,

# Screening results as filed in PubChem.
